Rv3671c inh: inhibits the M. tuberculosis serine protease Rv3671c. P9WHR9. inhibition, % at 5.96 µM. actives 0.048% (n = 320,000); in the data active means inhibition above about 38%;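 further: extracellular domain of Rv3671c used as enzyme; 0% = enzyme with DMSO and 100% = no enzyme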
Target sequence (P9WHR9 whole entry, looked up, the tested form may be a part): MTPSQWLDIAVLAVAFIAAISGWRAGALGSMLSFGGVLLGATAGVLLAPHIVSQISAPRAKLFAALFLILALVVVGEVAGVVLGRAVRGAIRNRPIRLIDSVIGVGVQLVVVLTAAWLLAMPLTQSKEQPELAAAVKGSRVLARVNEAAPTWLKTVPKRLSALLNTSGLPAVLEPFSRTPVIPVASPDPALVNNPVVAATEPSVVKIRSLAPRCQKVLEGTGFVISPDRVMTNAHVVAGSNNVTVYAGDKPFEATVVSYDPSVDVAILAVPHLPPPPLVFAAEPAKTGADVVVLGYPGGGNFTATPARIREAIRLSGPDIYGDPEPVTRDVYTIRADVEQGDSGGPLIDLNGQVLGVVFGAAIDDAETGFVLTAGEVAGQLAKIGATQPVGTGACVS
Anthrax LF inh2: anthrax lethal factor protease inhibition; multiplex microsphere protease cleavage assay, LF; inhibition, % at 10 µM; AID 588501; P15917; actives 0.12% (n = 360,000); further: plate controls were buffer without enzyme for full effect and enzyme alone for no effect
BoNT-F LC inh: inhibitors of Botulinum neurotoxin F light chain protease; AID 588497; inhibition, % at 10 µM; Multiplex microsphere protease cleavage assay, flow cytometry; actives 0.22% (n = 360,000); in the data active means inhibition above about 35%, passing the limit was not always enough; inconclusive means no clear call, values can overlap the other calls; further: plate controls were buffer without enzyme for full effect and enzyme alone for no effect
CCHF vOTU inh: CCHFV vOTU protease inhibition; Pep-AMC fluorescence; inhibition, % at 11.5 µM; actives 0.55% (n = 370,000); AID 651958; in the data active means inhibition above about 30%; further: 0% = vehicle wells with enzyme and 100% = no enzyme wells
BoNT A protease: blocks Botulinum neurotoxin A light chain protease | multiplex microsphere protease substrate cleavage, flow cytometry | inhibition, % at 10 µM | actives 0.17% (n = 360,000) | AID 588499; further: plate controls were buffer without enzyme for full effect and enzyme alone for no effect
VHR inh abs: blocks human VHR1 dual specificity phosphatase; P51452; recombinant VHR phosphatase, pNPP absorbance; inhibition, % at 13.3 µM; actives 0.52% (n = 290,000); AID 1654; in the data active means inhibition above about 50%; further: some compounds called inactive have numbers as strong as hits
Target sequence (P51452 whole entry, looked up): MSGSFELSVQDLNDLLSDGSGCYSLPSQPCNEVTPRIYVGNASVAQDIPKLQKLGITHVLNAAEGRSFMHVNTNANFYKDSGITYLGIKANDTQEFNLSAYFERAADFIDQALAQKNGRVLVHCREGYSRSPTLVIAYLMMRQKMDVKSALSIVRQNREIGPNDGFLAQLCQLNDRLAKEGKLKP
MazEF act: activators of E. coli MazEF toxin-antitoxin RNase; activation, % at 20 µM; FAM/BHQ RNA-DNA oligo cleavage fluorescence, 5 h; actives 0.32% (n = 350,000); in the data active means activation above about 50%
Target sequence (P0AE70 whole entry, looked up): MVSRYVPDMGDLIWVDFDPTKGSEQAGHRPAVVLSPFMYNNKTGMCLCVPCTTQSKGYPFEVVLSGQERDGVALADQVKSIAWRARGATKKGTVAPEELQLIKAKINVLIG
PrPC surface inh: inhibitors of human cell surface prion protein PrPC; actives 0.43% (n = 370,000); P04156; inhibition, % at 13.8 µM; TR-FRET read-out; in the data active means inhibition above about 24%; further: 0% = median of the test wells and 100% = reference compound wells
SARS 3CLpro inh: SARS-CoV 3CLpro protease inhibition; P0C6X7; recombinant SARS-CoV 3CLpro, quenched FRET peptide cleavage; inhibition, % at 6 µM; actives 0.14% (n = 290,000); AID 1706; in the data active means inhibition above about 12%
SSB-PriA inh: inhibitors of Klebsiella pneumoniae PriA binding to SSB C-terminal tail. actives 0.6% (n = 430,000). AlphaScreen SSBct-PriA binding, biotinylated peptide. inhibition, % at 33 µM; in the data active means inhibition mostly above about 37%, no sharp cut-off; inactive means mostly below about 20%;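 further: plate controls were negative control peptide for no effect and reference peptide for full effect; strong numbers were not always called active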
Active calls of the source: *; ? = inconclusive; / = no result given; & = joins results of further samples. Unless noted, no stated cut-off is given here; in the data, active means inhibition above about 30%; inconclusive means no clear call, values can overlap the other calls; inactive means below that.

The line under a structure holds: SSB-PriA inh, Anthrax LF inh2, BoNT A protease, Rv3671c inh, SARS 3CLpro inh, BoNT-F LC inh, VHR inh abs, CCHF vOTU inh, MazEF act, PrPC surface inh
> Cc1cc(NS(=O)(=O)c2ccc(NC(=O)CSc3nnc(-c4ccco4)n3C)cc2)nc(C)n1
 : -6, 2, 0.0, 5, 3, 6, 11, 2, 1, -2
> CCc1cc2c(NC3CCCC3)ncnc2s1
 : -26, -3, -0.4, -6, -6, -1, 8, -2, 4, 14
> C=CCn1c(O)c(C(C)=NCc2cc(OC)cc(OC)c2)c(=O)[nH]c1=O
 : -22, 7, 1.2, -7, 2, ?, 10, 6, -2, 15
> O=C1CCCN1CCCN1C(=O)N[C@@H](Cc2ccccc2)C1=O
 : -7, -1, -1.1, 3, 7, -5, 17, -11, 5, -3
> Cc1cccc(-n2c(O)c(C=Nc3ccccc3-c3n[nH]c(=S)[nH]c3=O)c3ccccc3c2=O)n1
 : 15, 6, -0.9, 11, 0, -3, 17, 23, 0, -18
> Cc1ccnc2nc(C(=O)OCC(=O)NCCc3ccccc3)nn12
 : 9, -1, -0.2, 4, 2, -2, -2, -6, -7, -2
> CCOC(=O)Cc1csc(/N=C/c2c(O)n(-c3ccc(C)c(C)c3)c(=O)c3ccccc23)n1
 : /, 1, 0.4, -1, 2, 4, -10, -8, -27, -5
> Cc1ccc(S(=O)(=O)N(C)c2ccc(OCC(=O)OCc3nnc(-c4ccccc4)o3)cc2)cc1
 : -8, -3, 0.0, /, /, -2, /, 6, -12, -6
> CCOc1cccc2sc(N(CCCN(C)C)C(=O)c3ccc(S(=O)(=O)N4CCc5ccccc5C4)cc3)nc12
 : 16&33, -4, -0.4, -2, 2, -11, 4, 8, 50*, -23
> CC1CCCN(S(=O)(=O)c2ccc(NC(=O)c3cccc(-n4cnnn4)c3)cc2)C1 (centres undefined)
 : -7, -2, 0.9, -39, 0, 0, 22, 12, -4, 9

Profiles as entered above:
Record of Cc1cccc(-n2c(O)c(C=Nc3ccccc3-c3n[nH]c(=S)[nH]c3=O)c3ccccc3c2=O)n1 : SSB-PriA inh: 15; Anthrax LF inh2: 6; BoNT A protease: -0.9; Rv3671c inh: 11; SARS 3CLpro inh: 0; BoNT-F LC inh: -3; VHR inh abs: 17; CCHF vOTU inh: 23; MazEF act: 0; PrPC surface inh: -18
Record of CCOC(=O)Cc1csc(/N=C/c2c(O)n(-c3ccc(C)c(C)c3)c(=O)c3ccccc23)n1 : SSB-PriA inh: /; Anthrax LF inh2: 1; BoNT A protease: 0.4; Rv3671c inh: -1; SARS 3CLpro inh: 2; BoNT-F LC inh: 4; VHR inh abs: -10; CCHF vOTU inh: -8; MazEF act: -27; PrPC surface inh: -5

More records follow:
The line under a structure holds: SSB-PriA inh, Anthrax LF inh2, BoNT A protease, Rv3671c inh, SARS 3CLpro inh, BoNT-F LC inh, VHR inh abs, CCHF vOTU inh, MazEF act, PrPC surface inh
> Cc1cc(C)cc(N2CCN(C(=O)N3CCOCC3)CC2)c1
 : -6, -4, -0.4, 9, -5, -11, -12, 2, 4, -4
> Cn1c(=O)c2c(nc(SCC(=O)N3CCOCC3)n2C)n(C)c1=O
 : -3, 1, 2.0, -11, 3, 8, 2, 5, 3, -1
> CCOC(=O)N1CCN(C(=O)C2CC(c3ccccc3OC)=NO2)CC1 (centres undefined)
 : -11, -14, 8.0, 0, -2, 9, 21, -4, 0, -1
> Fc1ccccc1CSc1nncn1NC/C=C/c1ccccc1
 : -8, 4, -0.1, 13, -1, -4, -2, -6, 0, 5
> Cc1cccc(-n2cc(CN(C)Cc3nccn3C)c(-c3cccc(F)c3)n2)c1
 : 39*, -1, -0.6, -3, 2, -4, -14, 18, -3, 9
> COc1ccc(N2C(=NC(C)=O)SC3CS(=O)(=O)CC32)cc1OC (centres undefined)
 : -5, 2, -0.3, -7, -5, -17, 24, 12, -2, 4
> Oc1ccccc1-c1cc(C(F)(F)C(F)F)[nH]n1
 : -10, 0, 0.3, -4, 3, -5, -16, -7, 2, 3
> CCC[n+]1cn(/C(C(=S)Nc2cccc(Cl)c2C)=C(/[O-])c2ccc(OC)c(OC)c2)c2ccccc21
 : /, -5, -0.7, -2, -4, -3, 19, 13, 8, 0
> CCc1ccc(CN(C)Cc2nc(Cc3ccccc3)no2)nc1
 : -11, -1, 0.0, 2, -2, 3, 13, -7, -12, 12
> OCCN1CN=C(Nc2nc3ccccc3o2)NC1
 : 2, 0, -1.5, 4, 4, -2, -9, 6, -8, -4
> Cc1cccc(OCC(=O)N(Cc2ccco2)C2CCS(=O)(=O)C2)c1C (centres undefined)
 : -3, -4, -0.6, -2, -5, -7, 6, -4, -11, 1
> Cc1ccc(Nc2nc(CSc3nnc(-c4ccccc4C)n3C)cs2)cc1
 : 8, 1, 0.7, -3, 4, 1, 0, 6, 2, 5
> CCOc1ccc2c(c1)OC(c1ccccc1)(C(F)(F)F)NC2=O (centres undefined)
 : -11, -1, 0.4, -10, 0, -2, -7, -9, 2, 0
> CCc1cc2c(=O)n(Cc3ccco3)c(SCC(=O)N(C)C3CCS(=O)(=O)C3)nc2s1 (centres undefined)
 : -10, 2, 0.4, 8, 6, -3, 37, 12, 12, -5
> Cc1cccc(Oc2ncnc3oc(-c4ccccc4)cc23)c1C
 : -2, -2, -0.2, -12, -2, -2, 3, 1, 7, -5
> O=C(c1ccc(=O)n(Cc2ccccc2)n1)N1CCN(C/C=C/c2ccccc2)CC1
 : -24, -5, 0.1, -5, -1, -3, -5, 8, -9, 2
> Nc1ccc(N2CCCCC2)c(Cl)c1
 : 4, -2, 1.4, 8, 3, 1, 38, 19, -1, 1
> O=c1c2ccccc2nc(/C=C/c2ccc(O)cc2)n1-c1ccc(O)cc1
 : -5, -7, 1.7, -12, -4, 10, 10, -3, -9, -1
> COc1cc(CC(=O)N(C)CC(=O)Nc2ccc(Cl)c(C(F)(F)F)c2)cc(OC)c1OC
 : -15, 0, 0.2, 1, -2, -5, 6, 7, 5, -10
> CCOc1ccc(NC(=O)CN2C(=O)NC(C)(c3ccc4c(c3)OCCCO4)C2=O)cc1OCC (centres undefined)
 : 10, -38, 1.8, /, /, -67, /, 10, 4, -4
> O=[N+]([O-])c1ccc(Cl)c(S(=O)(=O)NC2=NCCC2)c1
 : -6, /, /, /, /, /, /, -6, -4, -30
> CN(C(=O)c1cn2ccccc2n1)c1c(N)n(Cc2ccccc2)c(=O)[nH]c1=O
 : 14, 3, -1.2, 1, /, -4, /, -1, -3, 8
> O=C(OCc1cc(=O)n2cc(Br)ccc2n1)c1ccc(Cl)c(S(=O)(=O)NCc2ccccc2)c1
 : -21, 0, 0.3, 2, -3, -1, -6, 3, -3, 0
> CCCCc1ccc(-n2nnnc2SCC(=O)Nc2cc(OC)c([N+](=O)[O-])cc2C)cc1
 : -3, 0, -0.5, 2, -9, -4, 17, 9, -1, 1
> CCC(=O)Nc1ccc2c(c1)nc1n2CCN(C2CCCCC2)C1
 : 8, -27, 7.9, 2, 5, -66, 22, -9, 5, -5
> CCc1ccc(C(=O)NNC(=O)CC2OC(=O)c3ccccc32)cc1 (centres undefined)
 : -12, -2, 1.6, -9, /, 2, /, -5, 6, -4
> COc1ccc(CN2CCNC(=O)C2CC(=O)N2CCCCO2)c(OC)c1 (centres undefined)
 : -2, -1, 0.1, -4, 2, -4, 3, -10, 3, -11
> CCc1ccc(NC(=O)[C@H](C)NC(=O)C2CCN(C(=O)[C@@H](N)C(C)C)CC2)cc1
 : -5, -1, 1.3, -8, -2, 10, -1, -1, 5, -2
> CCOc1cc(/C=N/NC(=O)Cc2ccc(C(F)(F)F)cc2[N+](=O)[O-])ccc1O
 : /, 3, 1.1, 4, 0, 14, -1, -5, 2, -3
> COCC(=O)Nc1nc2ccc(S(C)(=O)=O)cc2s1
 : -13, 0, 1.7, 2, 1, -5, 10, -2, 2, 1
> O=C(CN(C(=O)CCC(=O)Nc1ccccn1)c1cccc(F)c1)NCc1ccco1
 : -5, -1, 0.4, -5, -7, 6, 28, 11, 4, -3
> Cn1nnnc1Sc1ncnc2scc(-c3ccc([N+](=O)[O-])cc3)c12
 : 14, -1, -0.2, 2, /, -16, /, 11, -4, -40
> CCN(CC)CCCNC(=O)CCn1nc(-c2ccc(Cl)cc2)ccc1=O
 : -11, -6, -1.0, 3, -2, -4, 96, -10, 2, 1
> CCOC(=O)n1c(O)c(N=NC(N)=S)c2cc(C)ccc21
 : -2, 0, -1.2, 2, 1, 0, -4, -1, 0, 5
> O=C(NCc1ccccc1)C1Cc2ccccc2CN1C(=O)c1ccco1 (centres undefined)
 : 6, -3, 0.2, -9, -2, 5, 26, -9, 1, 5
> O=C(c1ccccc1)N1CCN(C(=S)NCc2ccco2)CC1
 : -10, -3, -0.6, 0, -1, -4, 13, -4, 1, 4
> COc1ccc(S(=O)(=O)NC(C)C(=O)Nc2ccccc2)cc1Cl (centres undefined)
 : -12, 2, -1.6, 7, 1, 0, 24, 2, -5, -7
> C=C1c2cc3c(cc2NC(=S)N1Cc1ccccc1)OCO3
 : -2, 3, 1.5, -27, 3, ?, 1, -9, 2, 0
> COC(=O)c1ccsc1NC(=O)c1ccco1
 : -2&-1, -2, -1.0, 6, 0, -9, 24, -2, -5, -3
> COc1ccc(Cc2n[nH]c(=S)n2-c2cc(C)ccc2C)cc1OC
 : /, -2, 0.2, /, /, 4, /, -8, /, 4
> COC(=O)c1c(NC(=O)CN2C(=O)c3ccccc3C2=O)sc(Cc2ccc3c(c2)OCO3)c1C
 : 6&-7, -8, 0.1, 2, -5, 0, 8, 1, -44, -1
> CCc1ccc(NC(=O)c2sc3nc(C)nc(N4CCN(c5ccccn5)CC4)c3c2C)cc1
 : 3, -10, -0.9, 1, 4, 2, -22, -3, 7, -3
> O=C(N/N=C/c1ccc(O)cc1)/C(=C/c1ccccc1)CCO
 : /, -4, 0.2, -8, 2, 4, 18, -7, 1, 1
> CCOc1ccc(NC(=O)CN(C)C2=NS(=O)(=O)c3ccccc32)cc1
 : /, -9, -0.2, /, /, -5, /, -6, 12, -3
> CCN=C(NCC)SC1CC(=O)N(c2ccccc2)C1=O (centres undefined)
 : -11, -1, 0.9, 0, -4, 2, 26, -7, -2, -5
> CCn1c(O)c(C=NCCN2CCOCC2)c(=O)n(CC)c1=S
 : -3, 16, -1.8, -1, 2, -17, 24, -1, -5, 5
> Cc1nnsc1C(=O)N/N=C/c1ccccc1
 : /, -1, -0.5, -7, 8, 0, -6, -8, 5, 0
> C=CCOn1c(=O)c(-c2ccc(OCC)cc2)[n+]([O-])c2ccccc21
 : 1, -6, -0.3, -3, 0, -7, /, 12, 2, -17
> Cc1cccc(C(C)C)c1NC(=O)C(C)OC(=O)Cc1n[nH]c(=O)c2ccccc12 (centres undefined)
 : 3, -3, -3.7, 7, /, -2, /, -2, -2, 3

From PubChem

A portion of the library; count on the stated rates, not on these rows.
